# SRC1 inh – inhibitors of human steroid receptor coactivator 1 (SRC1); inhibition, % at 3.6 µM; hit rate 0.12% among 360,000; Q15788; HEK293 GAL4-SRC1 luciferase reporter, luminescence;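 active means inhibition above the campaign mean plus 3 SD, with each screening campaign given its own cutoff, cut at about 60% in these data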;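 further: 0% = DMSO treated cells and 100% = gossypol at 36 µM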
# TROY signal inh – inhibitors of TROY-dependent NF-kB signaling. Q293 LMP1-TROYcd NF-kB luciferase reporter, 4 h. inhibition, % at 10 µM. hit rate 0.98% among 360,000;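 active means compounds whose plate-normalised and pattern-corrected inhibition of the luciferase reporter signal at the single screening dose is 50% or more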
# C8 TRAIL sens – caspase-8 TRAIL sensitization. hit rate 1% among 360,000. NB7+C8 cells + TRAIL, ATPlite viability luminescence. inhibition (viability loss, TRAIL sensitization), % at 10 µM. AID 624354;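 active means compounds causing at least 50% loss of cell viability in the single-dose screen, relative to plate controls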
# EBV LMP1 NFkB – reduces LMP1-driven NF-kappaB luciferase signal; inhibition, % at 12.5 µM; hit rate 0.69% among 350,000; LMP1-induced NF-kappaB luciferase reporter cells, luminescence; in the data active means inhibition above about 41%;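 further: 0% = neutral control wells and 100% = reference inhibitor control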
# NCOA3 inh – inhibits human SRC3 coactivator; AID 588352; hit rate 0.17% among 360,000; HEK293 GAL4-SRC3 luciferase reporter, luminescence; inhibition, % at 3.6 µM; Q9Y6Q9;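 active means inhibition above a per-campaign cutoff, the mean of all compounds plus 3 SD, cut at about 60% in these data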;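 further: 0% = DMSO-treated cells and 100% = gossypol-treated cells at 36 µM; higher means less SRC3-driven luciferase light from the GAL4 reporter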
# TLR9-MyD88 block – inhibitors of human TLR9-MyD88 binding; CHO BLA complementation TLR9-MyD88, CCF4 FRET ratio; hit rate 0.21% among 340,000; Q9NR96+Q99836; inhibition, % at 4.98 µM; AID 504734;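 active means inhibition above the mean over all tested compounds plus 3 SD, cut at about 21% in these data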;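 further: 0% = DMSO only wells and 100% = clavulanate BLA inhibitor control wells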
# NOD2 RIPK2 PPI – inhibitors of human NOD2-RIPK2 interaction. CHO BLA complementation NOD2-RIPK2, CCF4 ratio. hit rate 0.38% among 360,000. inhibition, % at 4.98 µM; in the data active means inhibition above about 21%;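 further: 0% = vehicle only and 100% = reference blocker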
# Target sequence (O43353 whole entry, looked up): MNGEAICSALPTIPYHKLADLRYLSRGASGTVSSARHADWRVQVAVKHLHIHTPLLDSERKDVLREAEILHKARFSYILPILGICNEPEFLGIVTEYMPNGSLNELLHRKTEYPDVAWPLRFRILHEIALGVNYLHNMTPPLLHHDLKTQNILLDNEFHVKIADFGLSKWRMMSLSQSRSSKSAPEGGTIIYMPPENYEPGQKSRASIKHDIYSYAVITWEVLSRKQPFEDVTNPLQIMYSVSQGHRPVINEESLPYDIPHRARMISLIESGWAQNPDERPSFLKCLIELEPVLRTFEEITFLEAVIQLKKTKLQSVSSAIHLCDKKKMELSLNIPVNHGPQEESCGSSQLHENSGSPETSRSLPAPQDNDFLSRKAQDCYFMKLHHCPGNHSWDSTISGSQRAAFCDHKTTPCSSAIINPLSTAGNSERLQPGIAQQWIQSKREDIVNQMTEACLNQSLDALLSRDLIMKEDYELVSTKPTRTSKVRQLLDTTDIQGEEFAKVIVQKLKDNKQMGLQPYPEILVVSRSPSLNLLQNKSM
# NR2F2 inh – NR2F2 (human) inhibition, primary screen | P24468 | HEK293T NGFI-A luciferase reporter, luminescence | inhibition, % at 8.6 µM | hit rate 0.7% among 370,000 | AID 686940;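 active means inhibition above a per-plate cutoff, mean inhibition of test wells between control levels plus 3 SD, cut at about 38% in these data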;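 further: cells cotransfected with COUP-TFII expression vector driving the NGFI-A reporter; 0% = median of COUP-TF2 test wells and 100% = reporter-only cells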
# Target sequence (P24468 whole entry, looked up): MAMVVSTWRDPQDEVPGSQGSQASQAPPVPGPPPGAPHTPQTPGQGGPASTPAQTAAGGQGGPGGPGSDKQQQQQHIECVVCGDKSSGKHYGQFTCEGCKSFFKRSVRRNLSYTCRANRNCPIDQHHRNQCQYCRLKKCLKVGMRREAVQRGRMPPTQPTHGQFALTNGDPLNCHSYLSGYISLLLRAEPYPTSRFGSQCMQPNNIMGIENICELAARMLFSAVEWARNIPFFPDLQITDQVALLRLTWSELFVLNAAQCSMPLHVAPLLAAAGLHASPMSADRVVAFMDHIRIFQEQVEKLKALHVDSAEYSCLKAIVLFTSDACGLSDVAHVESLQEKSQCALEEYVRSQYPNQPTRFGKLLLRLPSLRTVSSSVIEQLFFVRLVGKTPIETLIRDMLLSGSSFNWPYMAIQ
# TWEAK-Fn14 inh – inhibitors of TWEAK-Fn14 interaction signaling; TWEAK-stimulated Fn14 reporter cells, luciferase luminescence, 8 h; inhibition, % at 10 µM; hit rate 2% among 360,000; in the data active means inhibition above about 50%
# NR5A2 inv ag – NR5A2 inverse agonism in reporter assay; hit rate 0.13% among 360,000; O00482; inhibition, % at 3.6 µM; HEK293T StAR-luciferase reporter, LRH-1 transfected, 24 h;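 active means inhibition above the mean inhibition of all tested compounds plus 3 SD, cut at about 73% in these data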;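 further: 0% = DMSO wells and 100% = reporter-only cells lacking LRH-1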
# SRC2 inh – inhibits human steroid receptor coactivator 2; HEK293 GAL4-SRC2 luciferase reporter, luminescence; AID 651957; inhibition, % at 9 µM; hit rate 0.17% among 370,000;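 active means inhibition above the mean inhibition of all tested compounds plus 3 SD, set per campaign, cut at about 52% in these data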;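 further: 0% = DMSO treated cells and 100% = cells given Gossypol at 36 µM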
# The depositor's hits bear a star; . = not tested or not shown; & = joins results of further samples. An excerpt, so the mix of outcomes need not match the whole.
# Start of the listing, in advance, 3 compounds:
structure,SRC1 inh,TROY signal inh,C8 TRAIL sens,EBV LMP1 NFkB,NCOA3 inh,TLR9-MyD88 block,NOD2 RIPK2 PPI,NR2F2 inh,TWEAK-Fn14 inh,NR5A2 inv ag,SRC2 inh
CC(C)OP(=O)(OC(C)C)C(Nc1ccccc1)c1ccccc1C(F)(F)F (centres undefined),1,-17,-4,5,17,2,3,9,0,32,22
COc1cccc(C(=O)NCC(=O)N/N=C/c2ccc(OC(=O)c3cccs3)c(OC)c2)c1,-9,-32,-10,-6,8,-6,-3,-8,-4,-25,2
COc1ccc(/C=C/C(=O)NC(=S)Nc2cc([N+](=O)[O-])ccc2O)cc1OC,-11,22,2,-8,9,-6,0,8,27,-4,-11

# Results (from the top)
structure,SRC1 inh,TROY signal inh,C8 TRAIL sens,EBV LMP1 NFkB,NCOA3 inh,TLR9-MyD88 block,NOD2 RIPK2 PPI,NR2F2 inh,TWEAK-Fn14 inh,NR5A2 inv ag,SRC2 inh
CC(C)OP(=O)(OC(C)C)C(Nc1ccccc1)c1ccccc1C(F)(F)F (centres undefined),1,-17,-4,5,17,2,3,9,0,32,22
COc1cccc(C(=O)NCC(=O)N/N=C/c2ccc(OC(=O)c3cccs3)c(OC)c2)c1,-9,-32,-10,-6,8,-6,-3,-8,-4,-25,2
COc1ccc(/C=C/C(=O)NC(=S)Nc2cc([N+](=O)[O-])ccc2O)cc1OC,-11,22,2,-8,9,-6,0,8,27,-4,-11
CCOC(=O)N1CCC(NC(=O)CSCc2nc(-c3ccc(C)cc3)oc2C)CC1,10,10,15,3,1,1,-11,6,-5,15,-5
C=CCN1C(=O)/C(=C/c2ccc(OC)cc2)S/C1=N/c1nccs1,4,-40,2,-5,9,2,8,-2,-21,17,2
Cc1ccccc1OCC(=O)N/N=C/c1cn(Cc2ccccc2)c2ccccc12,4,10,5,0,2,-2,3,14,13,20,-1
Cc1cccc(OCC(=O)Nc2ccc3c(c2)C(=O)NC3=O)c1,4,-11,-17,5,9,1,-7,-18,-6,-7,6
COCc1nc2oc3ccc(C)cc3c(=O)c2cc1C(=O)OC,-73,-86,6,-20,-104,-5,4,-1,-20,-82,-68
O=C(CN1C(=O)S/C(=C\c2ccccc2F)C1=O)NCCCn1ccnc1,10,34,-2,-1,-14,-7,-1,8,8,10,-17
CC(C)(C)NC(=O)C(c1ccncc1)N(C(=O)c1csnn1)C1CC1 (centres undefined),-13,4,14,3,-2,2,-2,16,-9,-5,4
Clc1ccc2nc(-c3ccccc3)c(Cc3ccccc3)n2c1,-43,-49,2,-7,-29,-6,2,-26,-3,-9,-14
COC(C[C@H]1O[C@H]1[C@@H](O)[C@H](C)OCc1ccccc1)OC,7,-20,3,-4,10,8,1,-7,1,9,-7
Cn1cc(Cl)c(C(=O)N/N=C/c2ccc(OS(=O)(=O)c3ccccc3)cc2)n1,-35,-12,-8,5,-3,6,3,-22,16,-12,-8
O=C(CCCn1c(=O)oc2ccccc21)N1CCN(c2ccc(F)cc2)CC1,-13,-22,9,-4,7,14,-3,-1,-15,12,-15
CCN(c1cccc(C)c1)S(=O)(=O)c1ccc(-c2cc(C)no2)s1,-2,18,12,9,13,-16,4,1,3,12,-7
Cc1cccc(C)c1NC(=O)CN1CCc2ccccc2C1,-25,5,4,10,1,-9,-15,-1,12,-7,-3
COCCCNC(=O)C1CCCN(S(=O)(=O)c2cccc3nsnc23)C1 (centres undefined),14,-5,-17,-7,8,-4,4,5,17,-5,3
COc1cccc(/C=C(\CC(=O)O)c2nc3ccccc3s2)c1,-1,1,-4,-19,4,6,-1,-2,-44,-6,-24
CCCCOc1ccc(NC2=NC3(CCCC3)N=C(N)N2)cc1,-6,5,6,-4,1,-1,-4,11,-3,18,1
Fc1ccc(SCCc2ccccn2)cc1,-30&-43,-71&-36,11&-8,-21&-15,-7&-19,5,-5&-3,-6&-8,-41&-24,-20&-17,-8&-40
CCCN1C(=O)/C(=C/C=C2\N(CC)c3ccccc3C2(C)C)SC1=S,-8,8,12,3,-10,-3,3,-3,18,6,3
CC(C)C[C@H]1CNC(=S)N1CC1CCCN1C[C@H](Cc1ccc(O)cc1)N1C[C@H](Cc2ccccc2)N(CC2CCCCCC2)C1=S (some centres undefined),6,-11,-9,2,-5,-6,-9,17,2,-14,-13
Cc1ccc(NC(=O)CN(C)C(=S)NC2CC2)cc1,-13,-6,0,-4,-10,-6,-2,-7,-2,0,-27
CCN(Cc1ccccc1)C(=O)CC1Oc2ccccc2NC1=O (centres undefined),-58,-14,-2,6,18,-3,2,9,-5,6,8
CC(C)[C@H](NS(=O)(=O)c1ccccc1)C(=O)OCC(=O)NCc1ccc2c(c1)OCO2,0,-12,-5,-6,4,-3,3,1,-4,13,-29

# Some of these compounds in order of the NR5A2 inv ag value, lowest first:
smiles | NR5A2 inv ag
Cc1cccc(C)c1NC(=O)CN1CCc2ccccc2C1 | -7
CC(C)[C@H](NS(=O)(=O)c1ccccc1)C(=O)OCC(=O)NCc1ccc2c(c1)OCO2 | 13
CCOC(=O)N1CCC(NC(=O)CSCc2nc(-c3ccc(C)cc3)oc2C)CC1 | 15
Cc1ccccc1OCC(=O)N/N=C/c1cn(Cc2ccccc2)c2ccccc12 | 20

# Following part:
structure,SRC1 inh,TROY signal inh,C8 TRAIL sens,EBV LMP1 NFkB,NCOA3 inh,TLR9-MyD88 block,NOD2 RIPK2 PPI,NR2F2 inh,TWEAK-Fn14 inh,NR5A2 inv ag,SRC2 inh
CCOCCCN(C(=O)Cn1nnc(-c2ccc(C)o2)n1)C(C(=O)NC1CCCC1)c1ccc(C)o1 (centres undefined),1,-16,0,-6,13,-3,-4,-20,-14,10,-32
CC1CCN(C(=O)CN2C(=O)C(=O)c3ccccc32)CC1,-3,5,-5,0,-9,-7,0,.,4,-3,.
CC(C)(C)OC(=O)NCCCC[C@@H](C(=O)NCCCCCCCCCCC(=O)N1CCN(C(=O)OC(C)(C)C)CC1)n1cc(CCCC(=O)O)nn1,4,12,2,-2,4,-8,-3,7,-3,-4,1
COc1ccc(-c2ccc(CN3C(C)C(=O)N(Cc4cn(CC5CCCCC5)nn4)CCS3(=O)=O)cc2)cc1 (centres undefined),-3,13,23,-4,-1,0,7,12,49,-10,12
OC(c1ccc(Cl)c(Cl)c1)c1ncc(-c2cccc(F)c2)[nH]1 (centres undefined),-8,24,-1,.,7,.,7,-1,6,16,20
CCNC(=O)NC(=O)C(C)Sc1ncc(C(F)(F)F)cc1Cl (centres undefined),-37,-11,0,6,-15,-4,-6,-17,3,-14,14
Cc1nc2nc(CSc3nc4ccccc4s3)cc(=O)n2[nH]1,8,-12,-3,0,-15,8,3,4,5,-1,-7
COc1ccc(NC(=O)C2(C)CCN2C(=O)CC2CCCC2)cc1OC (centres undefined),-11,-11,-12,.,-1,.,-4,-6,1,-31,-52
Cc1cnc(NC(=O)CCCSc2nc3ccccc3s2)s1,-20,2,-5,-35,-14,0,10,3,-1,-14,7
CSc1ncc(Cl)c(C(=O)Nc2ccc(NC(C)=O)cc2)n1,3,8,-4,-4,17,-6,-2,1,-3,9,-34
C#CCN(C[C@@H]1[C@@H](OC(=O)NCC2CCCCC2)[C@@H](OC(=O)NCC2CCCCC2)Cn2c(=O)n(CCCCCC)c(=O)n21)S(=O)(=O)c1ccc(C)cc1,-13,5,-33,0,-17,3,0,-4,-4,-4,13
Cn1c(SCC(=O)N2CCCC2)nnc1-c1cnccn1,-10,-7,1,-4,6,-1,-6,20,-3,-16,-2
Cc1cc(C)n(C(N)=NC(=O)c2ccc([N+](=O)[O-])cc2)n1,-22,-41,-8,-40,-24,-6,-2,-25,-32,-26,-14
COC(=O)Nc1ccc(SCC(=O)c2ccc(Cl)cc2)cc1,-4,-6,-6,3,16,8,14,-17,-8,-13,6
COc1ccc(/C=C/c2cc(O)cc(OC3OC(CO)C(O)C(O)C3O)c2)cc1 (centres undefined),-120,-17,28,1,-102,6,-5,-48,-9,-145,-46
Cc1ccc(NC(=O)COC(=O)c2ccc([N+](=O)[O-])s2)c(C)c1,-13,6,-2,2,1,-3,1,10,15,19,-18
COc1ccccc1NC(=O)CSc1nc(O)cc(=O)n1C,-92,-10,4,-17,14,-2,0,3,3,-1,15
COC(=O)[C@H](C)NC(=O)N1CCC(Cc2ccccc2)CC1,0,-10,-10,1,-5,-2,-7,-5,-2,15,-10
COc1ccc(N2CCN(C3CCCN(Cc4ccc(F)cc4)C3)CC2)cc1 (centres undefined),9,-18,-2,2,0,-12,-21,10,1,-4,-5
CN(C(=O)COC(=O)C1CCN(S(=O)(=O)c2ccc3c(c2)OCCO3)CC1)c1ccccc1,-17,-4,-20,0,9,6,-7,5,10,-10,3
COCC(=O)N(C)C[C@H]1N[C@@](Cc2ccccc2)(C(=O)OC)[C@H]2C(=O)N(C)C(=O)[C@@H]12,-15,-5,-2,2,-12,-5,12,11,-3,-3,3
COc1ccc(/C=N/NC(=O)Cn2c(Cc3ccc(OC)c(OC)c3)nc3ccccc32)cc1,-1,-34,1,-6,-5,-12,-5,18,-24,-20,-17
O=C(NCCN1CCC(n2c(=O)[nH]c3ccccc32)CC1)c1ccc(F)c(C(F)(F)F)c1,.,6,-3,.,.,.,1,-4,-9,-20,-7
CC1CN(C)C(C)CC1OC(=O)C(c1ccccc1)c1ccccc1 (centres undefined),-5,-2,-16,.,15,.,-7,-6,-6,4,1
COc1ccc(C(CNC(=O)CCC(=O)c2ccc(C)s2)N2CCOCC2)cc1 (centres undefined),-7,-6,2,-6,15,-9,-5,2,17,-16,11
COc1cccc2sc(N(CCN(C)C)C(=O)/C=C/c3cccs3)nc12,-21,14,12,1,10,4,-4,-15,17,8,-9
CCC(C)NC(=O)C1CCN(S(=O)(=O)c2ccc3nc4c(c(C(=O)O)c3c2)CCCCC4)CC1 (centres undefined),14,-14,-47,-1,0,-9,6,-11,-3,-2,-27
COc1ccc(-c2csc(N3CCN(Cc4ccc5c(c4)OCO5)CC3)n2)cc1,-18,8,-25,4,11,3,3,.,-28,10,.

# Screens from PubChem.
